TLR9-MyD88 inh: inhibitors of TLR9-MyD88 association in cells, primary screen, cell-based, CHO, BLA complementation, fluorescence; Toll-like receptor 9 (Homo sapiens) + Myeloid differentiation primary response protein …; CCF4 FRET ratio; inhibition, % at 4.98 µM; 0.21% of 340,000 active;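 active = inhibition above the mean over all tested compounds plus 3 SD, cut at about 21% in these data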;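 note: 0% = DMSO only wells and 100% = clavulanate BLA inhibitor control wells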
Granule exo inh: LAMP-1 surface exposure blockers, TALL-104 cells – cell-based, flow cytometry, MLPCN library, primary screen; 0.66% of 360,000 active; TALL-104 LAMP-1 surface exposure; cells stimulated with thapsigargin and PMA; inhibition, % at 10 µM;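 active = inhibition above about 55%, limit read from the data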
NCOA2 inhibitor: inhibition of GAL4-SRC2 driven luciferase reporter, primary screen, SRC2 inhibitor project, cell-based, luminescence; Nuclear receptor coactivator 2 (Homo sapiens), Q15596; 0.17% of 370,000 active; inhibition, % at 9 µM; HEK293 GAL4-SRC2 luciferase reporter;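 active = inhibition above the mean inhibition of all tested compounds plus 3 SD, set per campaign, cut at about 52% in these data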;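 note: 0% = DMSO treated cells and 100% = cells given Gossypol at 36 µM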
TROY NFkB inh: inhibitors of TROY-driven NF-kB signaling, primary screen, Q293 LMP1-TROYcd cells, NF-kB luciferase, uHTS; Q293 LMP1-TROYcd NF-kB luciferase reporter, 4 h; 0.98% of 360,000 active; inhibition, % at 10 µM;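 active = compounds whose plate-normalised and pattern-corrected inhibition of the luciferase reporter signal at the single screening dose is 50% or more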
COUP-TFII inh: NR2F2 transcriptional activity inhibitors, primary screen, cell-based, luciferase reporter, HEK293T, luminescence | COUP transcription factor 2 (Homo sapiens), P24468 | AID 686940, 2013 | HEK293T NGFI-A luciferase reporter | inhibition, % at 8.6 µM | 0.7% of 370,000 active;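 active = inhibition above a per-plate cutoff, mean inhibition of test wells between control levels plus 3 SD, cut at about 38% in these data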;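 note: cells cotransfected with COUP-TFII expression vector driving the NGFI-A reporter; 0% = median of COUP-TF2 test wells and 100% = reporter-only cells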
ABHD5 PLIN5 PPI: ABHD5-PLIN5 interaction inhibitors, primary screen, cell lysate, split luciferase complementation, luminescence. inhibition, % at 4 µM. Split G. princeps luciferase complementation, 4 h. Perilipin-5 (Homo sapiens) + 1-acylglycerol-3-phosphate O-acyltransferase ABHD5 (Homo …. 0.78% of 360,000 active;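 active = inhibition above the mean inhibition across every tested compound plus 3 SD, cut at about 22% in these data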;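 note: 0% = DMSO only wells and the 100% control is not disclosed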
NOD2-RIPK2 inh: NOD2-RIPK2 binding disruptors in cells, primary screen, fluorescence, CHO cells, BLA complementation; inhibition, % at 4.98 µM; CCF4 ratio; AID 624267, 2012; 0.38% of 360,000 active; Receptor-interacting serine/threonine-protein kinase 2 (Homo sapiens), O43353; in the data active = inhibition above about 21%;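 note: 0% = vehicle only and 100% = reference blocker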
Target sequence (O43353 whole entry, looked up): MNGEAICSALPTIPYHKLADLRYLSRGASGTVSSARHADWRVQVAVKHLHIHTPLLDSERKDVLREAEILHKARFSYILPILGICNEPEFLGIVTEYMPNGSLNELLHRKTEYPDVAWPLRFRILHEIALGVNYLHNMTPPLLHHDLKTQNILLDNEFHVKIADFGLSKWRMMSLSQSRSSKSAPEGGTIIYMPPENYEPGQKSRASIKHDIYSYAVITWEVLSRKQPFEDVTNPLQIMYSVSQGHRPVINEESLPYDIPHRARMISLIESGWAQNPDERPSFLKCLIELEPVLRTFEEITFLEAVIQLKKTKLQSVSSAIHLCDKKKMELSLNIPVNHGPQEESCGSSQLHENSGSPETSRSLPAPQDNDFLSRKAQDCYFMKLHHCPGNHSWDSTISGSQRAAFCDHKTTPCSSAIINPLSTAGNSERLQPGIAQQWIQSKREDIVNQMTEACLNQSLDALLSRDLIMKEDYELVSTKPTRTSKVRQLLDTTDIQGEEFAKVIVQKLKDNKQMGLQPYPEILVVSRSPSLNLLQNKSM
TWEAK-Fn14 inh: inhibitors of TWEAK-Fn14 signaling, primary screen, luciferase reporter cells, uHTS. TWEAK-stimulated Fn14 reporter cells, luciferase luminescence, 8 h. inhibition, % at 10 µM. 2% of 360,000 active; in the data active = inhibition above about 50%
NR5A2 inv ag: LRH-1 (NR5A2) inverse agonists, primary screen, cell-based, luminescence, HEK293T, StAR-luciferase reporter; LRH-1 transfected, 24 h; AID 602396, 2012; 0.13% of 360,000 active; Nuclear receptor subfamily 5 group A member 2 (Homo sapiens), O00482; inhibition, % at 3.6 µM;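 active = inhibition above the mean inhibition of all tested compounds plus 3 SD, cut at about 73% in these data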;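 note: 0% = DMSO wells and 100% = reporter-only cells lacking LRH-1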
Target sequence (O00482 whole entry, looked up): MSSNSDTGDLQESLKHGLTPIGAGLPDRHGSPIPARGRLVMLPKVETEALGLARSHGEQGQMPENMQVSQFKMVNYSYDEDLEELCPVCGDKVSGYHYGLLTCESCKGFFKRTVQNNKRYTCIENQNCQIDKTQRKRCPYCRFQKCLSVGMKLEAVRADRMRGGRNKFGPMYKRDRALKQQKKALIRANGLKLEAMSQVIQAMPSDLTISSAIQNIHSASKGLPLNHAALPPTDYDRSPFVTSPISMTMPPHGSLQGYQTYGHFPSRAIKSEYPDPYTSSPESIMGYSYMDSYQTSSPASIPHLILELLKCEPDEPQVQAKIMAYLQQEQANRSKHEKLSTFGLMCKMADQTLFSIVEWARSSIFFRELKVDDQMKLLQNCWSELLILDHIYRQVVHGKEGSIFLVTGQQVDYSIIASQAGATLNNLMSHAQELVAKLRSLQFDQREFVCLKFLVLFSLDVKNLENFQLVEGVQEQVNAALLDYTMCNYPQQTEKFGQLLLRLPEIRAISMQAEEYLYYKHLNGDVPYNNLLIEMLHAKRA
SRC1 inh: SRC1 coactivator transcriptional activity inhibitors, primary screen, cell-based, luminescence | inhibition, % at 3.6 µM | Nuclear receptor coactivator 1 (Homo sapiens), Q15788 | 0.12% of 360,000 active | HEK293 GAL4-SRC1 luciferase reporter;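 active = inhibition above the campaign mean plus 3 SD, with each screening campaign given its own cutoff, cut at about 60% in these data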;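 note: 0% = DMSO treated cells and 100% = gossypol at 36 µM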
SRC3 inh: SRC3 coactivator transcriptional activity inhibitors, primary screen, cell-based, luminescence | Nuclear receptor coactivator 3 (Homo sapiens), Q9Y6Q9 | HEK293 GAL4-SRC3 luciferase reporter | inhibition, % at 3.6 µM | 0.17% of 360,000 active | AID 588352, 2011;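 active = inhibition above a per-campaign cutoff, the mean of all compounds plus 3 SD, cut at about 60% in these data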;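 note: 0% = DMSO-treated cells and 100% = gossypol-treated cells at 36 µM; higher means less SRC3-driven luciferase light from the GAL4 reporter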
* marks the source's active call; other numbers are inactive results; . = no result given; & = joins results of further samples. Not all compounds are listed. The share of hits here may be higher or lower than overall.

SMILES	TLR9-MyD88 inh	Granule exo inh	NCOA2 inhibitor	TROY NFkB inh	COUP-TFII inh	ABHD5 PLIN5 PPI	NOD2-RIPK2 inh	TWEAK-Fn14 inh	NR5A2 inv ag	SRC1 inh	SRC3 inh
CCC1CCCCN1C(=O)CSc1nc(N)c(NC(=O)c2ccc(OC)c(OC)c2)c(=O)[nH]1 (stereo not given)	5	2	-11	2	1	1	-8	-9	6	-3	-16
C=C(C)Cn1c(NCCC)nc2c1c(=O)n(C)c(=O)n2C	8	2	-22	8	6	-6	3	-15	17	14	23
CC(=O)Oc1ccc(C(=O)[C@H]2[C@H]3C(=O)N(c4cccc5ccccc45)C(=O)[C@H]3[C@@H]3C=CC=NN32)cc1	-4	-1	-16	19	-4	3	1	-1	-11	-18	1
CCC(=O)Nc1c(-c2ccccc2)c(=O)c2ccccc2n1C	-2	0	-4	5	1	-2	3	9	8	-10	-6
CC(=O)C1[C@H](N(C)C)CC2C3CC=C4CC(O)CC[C@]4(C)C3CC[C@@]21C (stereo not given in full)	3	-11	-9	11	-17	3	-4	32	6	0	19
O=C(N[C@@H]1CC[C@H](CCn2cc(-c3ccccn3)nn2)O[C@@H]1CO)c1ccncc1	.	0	-47	.	2	-8	-3	.	16	.	.
COc1ccc(-c2noc(CCCC(=O)N3CCOCC3)n2)cc1	1	-3	-14	-5	-22	-3	-7	-1	-29	6	-1
C[C@H]1CN=C(Nc2ccccc2)N1CCC1CCCCC1	0	1	14	-37	2	-2	-10	-4	8	-3	11
O=C1CCCN1c1ccc(S(=O)(=O)N2CCN(c3ccccc3)CC2)cc1	-6	-3	4	-1	-18	1	-2	8	4	10	12
CC1(O)N(Cc2ccccc2)C(=O)OC12CCCCC2 (stereo not given)	0	4	13	13	9	-2	0	6	17	7	-2
CCN(C(=S)Nc1cccc(C)c1)c1ccccc1	4	-1	-23	-19	8	-1	-1	-15	7	2	-2
O=C(CC1CCCC1)N1CCCC(Nc2ccc(F)cc2)C1 (stereo not given)	2	-1	0	-15	1	-4	-2	8	21	-4	2
O=C(/C=C/c1ccccc1[N+](=O)[O-])OC1CCCCC1=O (stereo not given)	1	-1	-11	-17	-21	-1	6	-19	-8	0	-4
Cc1ccc(Oc2c(CO)c(-c3ccccc3)nn2C)cc1	3	-4	-5	-10	-12	-2	-12	6	-11	-14	7
CCN(C(=O)CSc1nc(-c2cccs2)nc2ccccc12)C1CCS(=O)(=O)C1 (stereo not given)	-3	-3	-19	8	-4	-2	-2	-35	20	-7	5
CCc1cc(C(=O)N2CCCC(C(=O)c3cccc(OC(C)C)c3)C2)n(C)n1 (stereo not given)	-3	6	-20	-7	12	-6	-14	19	-6	-13	12
CCCSc1ccc([C@@H]2[C@@H]3C(=O)N(C)C(=O)[C@@H]3[C@]3(C(=O)OC)CCCN23)cc1OC	2	2	.	-2	.	7	-1	-10	5	-4	3
CC(=NNC(=O)c1ccc(NS(=O)(=O)c2cccs2)cc1)c1ccc(OCC(N)=O)cc1	-1	0	-27	-10	-15	-13	-9	-9	2	-8	3
CCOC(=O)c1cc2c(=O)n3ccccc3nc2n(CC(C)C)c1=NC(=O)c1ccco1	-11	0	3	7	-3	18	-12	-33	-16	-6	-9
CCCCN1CC(COc2ccccc2)OC1=O (stereo not given)	3	-3	-5	-16	13	0	-11	4	-6	-16	-10
Cc1nn(-c2ccccc2)c(C)c1/C=N/NC(=O)CSc1nnc(-c2ccccc2)n1-c1ccc(Cl)cc1	5	49	-25	25	3	-2	-6	-9	28	20	-11
CCCCN1C(=O)c2ccccc2C1C(=O)NC1CCCC1 (stereo not given)	-5	-5	2	7	8	-1	1	-4	5	9	-3
Cc1ccc(N(CC(O)COCc2ccco2)S(=O)(=O)c2ccc(C)cc2)cc1 (stereo not given)	6	-5	-1	12	-3	18	-4	7	5	-9	5
Cc1nc2c(-c3ccc(F)cc3)c(C)nn2c(C)c1CCC(=O)NCc1ccco1	-10	10	2	3	27	1	13	9	19	-1	-31
O=C(OCc1ccc(F)cc1)c1ccc2ccccc2n1	-12	9	-12	-26	-4	8	1	-39	5	3	22
Cc1ccc(Cn2ncn3c(cc4ccccc43)c2=O)cc1	-6	-4	2	-2	-1	0	3	1	-15	-17	7
CC(=O)c1nn(-c2cccc(Br)c2)cc1C(=O)c1ccc(Cl)cc1	0	-6	-7	-9	0	1	-4	-55	-15	-14	-5
N#Cc1ccccc1OCCN1C(=O)c2ccccc2C1=O	-9	2	-63	-48	-5	-7	0	17	-60	-51	-26
O=C(Cn1nc(C(=O)O)c2ccccc2c1=O)Nc1cccc(S(=O)(=O)N2CCCCCC2)c1	7	-5	-8	34	17	10	-9	2	8	-3	9
CC(=O)Nc1ccc(Nc2ccc3nonc3c2[N+](=O)[O-])cc1	-5	4	13	15	10	3	-2	0	11	4	-5
Cc1ccc(C(=O)Nc2c(N)nc(SCC(=O)Nc3cc(C)on3)[nH]c2=O)cc1	-6	-5	-7	15	5	-4	-7	-3	6	0	16
COC(=O)CCNS(=O)(=O)c1ccc2nsnc2c1	-1	-3	1	11	11	5	-22	3	7	5	-8
O=C(NNC(=O)c1ccc[nH]1)Nc1cc(Cl)cc(Cl)c1	.	-14	-13	1	-6	-1	4	15	-11	-8	-3
O=C(Nc1ccccc1)c1ccccc1CC[N+](=O)[O-]	-5	-2	-7	-29	7	-2	-5	-6	5	1	-5
O=C(COC(=O)c1ccc2c(c1)OCCO2)Nc1cc(S(=O)(=O)N2CCOCC2)ccc1Cl	6	0	-24	6	-20	-1	-5	2	1	-4	-30
Cc1ccc(-n2nnc(-c3cc4ccccc4n3C)n2)cc1	-8	-3	-42	-10	4	3	3	-13	-18	-69	-47
CC1Cc2cc(S(=O)(=O)N3CCC(C(=O)N4CCN(c5ccccc5F)CC4)CC3)ccc2N1C(=O)C1CC1 (stereo not given)	-5	0	31	1	18	8	-9	-6	19	-35	2
COc1ccccc1C(=O)CSc1nnc(-c2ccco2)o1	5	0	-35	-37	-4	-2	-4	-17	-38	-47	-11
COc1ccc(C(=O)/C=C2/C(=O)Nc3ccccc32)c(OC)c1	5	8	25	38	12	69*	31*	-4	20	1	-7
COC(=O)C1(C(=O)OC)C[C@H](c2ccc(OC)cc2)N(Cc2ccccc2OC)[C@@H]1c1cccs1	.	-7&-3	-7&-7	.	-8&-12	-6&-10	-10&-14	.	41&40	.	.
CCC1=NN(C(=O)C(=O)NCCc2ccccc2)C(O)(C(F)(F)F)C1 (stereo not given)	-2	-1	9	-1	14	-8	-3	-13	-15	9	15
CC1CC(C)CN(CC(O)COCc2ccccc2F)C1 (stereo not given)	-16	-4	12	-12	2	-10	5	21	-11	1	1
Cn1c2ccccc2c2c(C(=O)O)cn(C3CCCC3)c(=O)c21	0	0	-3	8	3	-8	-4	-18	9	9	5
C/C(O)=C(/C=NCC(=O)O)C(=O)Nc1nccs1	-7	2	-17	9	20	1	-8	-21	-9	-2	11
COc1ccccc1NC(=S)NNC(=O)c1ccc(O)cc1	0	13	-42	-31	-56	-1	-11	-14	-127	-100	-46
CCOC(=O)N1CCC2(CC1)C(C#N)=C(N)OC1=C2C(=O)CCC1	4	0	-18	-1	12	12	-11	1	4	5	18
CCOc1ccc(CNC(=O)CCCC(=O)n2nc(C)c3ccccc32)cc1	-8	-5	-2	0	15	-2	-2	10	-3	-4	4
O=C(Oc1ccc(N(C(=O)c2ccncc2)S(=O)(=O)c2ccc(F)cc2)cc1)c1ccncc1	5	13	-20	44	1	3	-6	41	5	5	8
CN(CC(=O)Nc1c(Cl)cccc1Cl)C(=O)CC1OC(=O)c2ccccc21 (stereo not given)	11	-2	-14	8	2	2	-13	3	-1	3	12
COCCn1c(C)cc(/C=N/NC(=O)c2cc3ccccc3cc2O)c1C	-7	-3	.	19	.	-6	-4	14	-7	-10	-10

Next entries follow.
SMILES	TLR9-MyD88 inh	Granule exo inh	NCOA2 inhibitor	TROY NFkB inh	COUP-TFII inh	ABHD5 PLIN5 PPI	NOD2-RIPK2 inh	TWEAK-Fn14 inh	NR5A2 inv ag	SRC1 inh	SRC3 inh
O=C1[C@H]2[C@@H](c3ccc(F)cc3)N3C(=O)N(c4cccc(Br)c4)C(=O)[C@@]3(Cc3ccccc3)[C@H]2C(=O)N1C1CCCCC1	-1	-1	-7	-10	-1	-3	4	5	3	10	5
Cc1ccccc1-c1cc(C(=O)NCC2CC2)n(CC2CC(c3cccnc3)=NO2)n1 (stereo not given)	8	8	1	-10	12	7	-2	-30	-7	2	5
CCCc1nc2nc(C)c(NS(=O)(=O)c3ccc(C)c(C)c3)c(=O)n2[nH]1	3	2	0	-10	-16	-3	-6	-24	-1	0	11
Nc1nc(NC2CCCCC2)nc(NCCO)c1[N+](=O)[O-]	-7	-4	-25	9	14	6	-11	-6	23	-3	5
COc1ccc(/C=C2\SC(=S)N(CCCC(=O)N3CCOCC3)C2=O)cc1	11	5	38	-17	33	-2	-14	95*	5	-14	13
CC(C#N)Sc1ccc(S(=O)(=O)N2CCCCC2)cn1 (stereo not given)	-4	6	1	-4	13	7	-7	-8	2	14	-2
Cc1cc2c(cc1C)-n1nnnc1C(N1CCN(c3ncccc3C#N)CC1)C(=O)N2 (stereo not given)	.	-6	-7	.	-1	-3	-11	.	-12	.	.
CSc1nsc(/C=C/Nc2ccc(C)c(C)c2)c1C#N	5	4	-12	-13	-11	-9	-4	6	12	1	5
Cc1ccccc1-c1nc(CS(=O)CC(=O)NCCN2CCOCC2)c(C)o1 (stereo not given)	1	0	-4	1	9	-2	-11	7	-1	-5	-29
CCOC(=O)c1c(N=CN(C)C)c(C#N)n2c1CCC2	12	3	3	-5	9	-4	0	3	1	-6	7
COc1ccc(C(=O)C2CCCN(C(=O)C3=CCCC3)C2)c(C)c1 (stereo not given)	8	-1	10	2	6	-3	-5	2	10	-1	12
O=[N+]([O-])c1cc2c(cc1/C=N/Nc1nc(Nc3ccccc3)nc(N3CCCCC3)n1)OCO2	0	5	-20	14	-14	-3	-8	-3	-4	-5	-14
Cn1cnnc1SCC(=O)NC1CC1	-4	-19	-19	10	3	6	-7	3	4	-9	-23
O=C(NN=C1C2CC3CC1CC(Cl)(C3)C2)c1ccccn1	0	-14	-43	-70	-41	-3	-1	-18	-170	-123	-86

Compound activity deposited in PubChem by several laboratories.
